Vif inh = blocks HIV Vif function; 340,000 compounds, 0.35% hits; HEK293T cells, Vif self-association by quenched fluorescence, imaging, 24 h; AID 602346; inhibition, % at 7.49 µM; in the data active = inhibition above about 50%, passing the limit was not always enough; note: some results filed as inactive read as strong as hits
N-glyco inh = blocks N-linked glycosylation in D54 reporter cells. D54 ERlucT glycosylation luciferase reporter, 24 h; percent of 100 nM tunicamycin response. 360,000 compounds, 0.23% hits. reporter increase, % at 12.5 µM;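 active = mean luciferase reporter signal, scaled so untreated is 0 and the glycosylation-blocking control 100, at or above a set limit in every replicate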;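 note: luciferase carries N-glycosylation sites so blocking glycosylation raises the light; 0% = median of neutral control wells and 100% = median of 100 nM tunicamycin wells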
ABCB6 inh 2 = blocks the human ABCB6 transporter; Q9NP58; K562-ABCB6 porphyrin accumulation, flow cytometry, 1 h; stronger effect = lower value; fluorescence ratio to DMSO, % at 10 µM; 360,000 compounds, 0.19% hits; AID 602162;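 active = fluorescence ratio to DMSO below 75%, the collection mean minus 3 SD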;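 note: signal is porphyrin accumulated inside mitochondria; 100% equals median channel fluorescence of DMSO control wells; lower ratio means ABCB6 inhibition with less porphyrin fluorescence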
Target sequence (Q9NP58 whole entry, looked up): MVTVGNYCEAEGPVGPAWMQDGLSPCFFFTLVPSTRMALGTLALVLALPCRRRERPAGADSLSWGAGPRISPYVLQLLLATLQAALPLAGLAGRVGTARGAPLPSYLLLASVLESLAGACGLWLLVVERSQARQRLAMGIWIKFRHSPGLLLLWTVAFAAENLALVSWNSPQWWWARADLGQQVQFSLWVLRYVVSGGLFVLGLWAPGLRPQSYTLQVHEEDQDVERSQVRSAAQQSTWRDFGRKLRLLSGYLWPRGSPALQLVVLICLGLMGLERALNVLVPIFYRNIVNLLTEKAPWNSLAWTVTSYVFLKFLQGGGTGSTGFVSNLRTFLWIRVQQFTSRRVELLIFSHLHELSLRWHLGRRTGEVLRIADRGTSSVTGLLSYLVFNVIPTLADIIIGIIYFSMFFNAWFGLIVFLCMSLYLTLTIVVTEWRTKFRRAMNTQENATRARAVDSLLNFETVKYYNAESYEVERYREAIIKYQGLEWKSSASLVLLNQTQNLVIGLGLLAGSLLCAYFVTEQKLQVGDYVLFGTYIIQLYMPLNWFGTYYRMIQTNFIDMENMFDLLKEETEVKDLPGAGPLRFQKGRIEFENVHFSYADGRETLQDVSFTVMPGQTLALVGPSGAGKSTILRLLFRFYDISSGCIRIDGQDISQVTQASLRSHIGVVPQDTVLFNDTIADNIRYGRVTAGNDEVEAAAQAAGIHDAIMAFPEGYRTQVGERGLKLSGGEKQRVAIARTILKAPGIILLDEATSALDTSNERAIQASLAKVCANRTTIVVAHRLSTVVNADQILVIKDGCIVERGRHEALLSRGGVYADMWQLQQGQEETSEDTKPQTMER
Cardio protect = protects H9c2 cardiomyocytes from peroxide injury; protection from H2O2 cell death, % at 20 µM; 360,000 compounds, 0.63% hits; H2O2 injury protection, ATPLite, 2 h;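 active = compounds giving at least 50% protection of heart cells from peroxide-induced death in the single-dose screen, raw or plate-pattern-corrected value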;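 note: 0% = DMSO wells with peroxide and 100% = DMSO wells without peroxide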
PDI turbidity = PDI (human) enzyme inhibition. P07237. PDI insulin aggregation turbidity, A650, 90 min. inhibition, % at 10 µM. 350,000 compounds, 0.052% hits;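 active = mean inhibition across replicates of 30% or more, whatever share of single replicates reach that level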;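 note: absorbance from insulin aggregation driven by PDI reduction with DTT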
aDG glyco act = increases alpha dystroglycan glycosylation. AID 624168. activation, % at 10 µM. Pro5-aDG cells, alpha-DG glycosylation AlphaScreen (IIH6); 0% Pro5, 100% B10-LARGE cell signal. 360,000 compounds, 0.22% hits;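 active = activation of at least 8% versus controls, or a plate z-score of at least 8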;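 note: Pro5 are CHO cells carrying HIG-tagged alpha-DG that lacks glycosylation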
CaV13 ICDI inh = Primary screen for inhibitors of IQ motif and Ca2+-dependent inactivation inhibitor domain binding in CACNA1D, Förster resonance energy transfer in living cells, …; inhibition, % at 12.3 µM; HEK cells, CFP/YFP FRET ICDI-IQ, plate reader, 10 min; percent FRET-ratio fall versus neutral wells; 340,000 compounds, 0.098% hits;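 active = mean replicate inhibition of at least 30% and at least 1% of replicates passing that level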;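 note: 0% = median of the neutral control wells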
HTR2A ag = mouse HTR2A agonism via beta-arrestin recruitment; P35363; CHO-K1 mHTR2A beta-arrestin complementation, luminescence; percent of 30 µM serotonin response; activation, % at 7.6 µM; 360,000 compounds, 0.66% hits;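 active = activation above a run cutoff, the mean activation of all tested compounds plus 3 SD, cut at about 14% in these data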;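 note: 0% = plate median of compound wells and 100% = 30 µM serotonin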
MC4R antagonist = antagonists of human melanocortin 4 receptor (MC4R). MC4R-expressing cells, MTII-stimulated cAMP, LANCE TR-FRET. inhibition, % at 6.5 µM. 360,000 compounds, 0.48% hits. AID 540295;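 active = inhibition above its plate's cutoff, the mean of tested wells on that plate plus 3 SD, cut at about 29% in these data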;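 note: 0% = Melanotan II alone and 100% = Melanotan II plus saturating MCL0020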
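Material: human MC4R-expressing U2OS cells. Probe or stimulus: Melanotan II challenge. Dosing: 6.5 µM single dose. Times: 30-min compound, 1-h challenge, 1-h detection, room temperature. Technique: TR-FRET with Eu-cAMP and labeled anti-cAMP, 671 nm. Replication: singlicate.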
MC4R ag barr = agonists of human melanocortin 4 receptor (MC4R) beta-arrestin; P32245; U2OS MC4R beta-arrestin complementation, luminescence; percent of melanotan II response, DMSO zero; activation, % at 8.9 µM; 360,000 compounds, 0.98% hits;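 active = activation above a per-plate cutoff, the mean activation of sample wells on that plate plus 3 SD, cut at about 8% in these data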
An asterisk follows results filed as active; x = no result given. Outcome played no part in choosing rows; overall some 3.6% were active at least once.

SMILES	Vif inh	N-glyco inh	ABCB6 inh 2	Cardio protect	PDI turbidity	aDG glyco act	CaV13 ICDI inh	HTR2A ag	MC4R antagonist	MC4R ag barr
CCOC(=O)c1ccc(S(=O)(=O)NCC(C)(C)N2CCOCC2)cc1	-1	1	104	12	-6	0.5	-5	-2	5	-3.4
COCCN(C(=O)CNC(=O)c1ccco1)C(C(=O)NC1CCCCC1)c1cccnc1 (centres undefined)	22	-1	95	10	-7	0.1	-4	-3	-7	-1.4
C[C@H](CO)N1C[C@H](C)[C@@H](CN(C)S(C)(=O)=O)Oc2ccc(NC(=O)CCC(F)(F)F)cc2C1=O	0	4	99	2	-1	-0.1	-10	3	1	0.1
CC(C(=O)Nc1nnc(C2CC2)s1)N1C(=O)C2CC=CCC2C1=O (centres undefined)	2	2	98	-5	-2	0.1	-5	-2	9	0.1
Cc1noc(C)c1C(=O)Nc1nnc(CC(C)C)s1	-3	-1	95	5	-3	0.0	-5	-5	-2	-3.0
CCCn1cc(S(=O)(=O)CC(=O)Nc2ccc(OCC)cc2)c2ccccc21	-5	1	95	-1	3	-0.3	-5	-3	13	-2.2
CCS/C(N)=N/N=C/c1cc(C)ccc1O	7	-7	89	-24	-3	0.4	-5	-1	-5	0.1
CC(C)(C)C1CCC(=NNC(=O)c2ccc(Br)o2)CC1 (centres undefined)	-2	3	102	-4	-2	-0.2	-1	0	13	1.9
CC(=O)Nc1ccc(NC(=O)c2ccccc2CC[N+](=O)[O-])cc1	-9	-1	88	3	8	0.1	x	-1	12	1.7
CCOc1cc(N2CCOCC2)c(OCC)cc1NC(=O)CC12CC3CC(CC(C3)C1)C2	-6	-4	98	6	-9	0.9	-2	-1	0	-0.8
COc1cccc(CNC(=O)c2cc(S(=O)(=O)N3CCCCC3)ccc2C)c1	-7	-3	94	13	1	0.2	-8	-8	1	-2.2
CCCCCCN1C[C@@H](O)[C@H](n2cc(-c3ccc(F)cc3)nn2)C[C@@H]1c1ccccc1	-2	0	96	-9	-5	0.0	-6	5	13	5.4
COc1ccc(-c2cc(=O)oc3cc(OC(C)C(=O)NC4CC4)ccc23)cc1 (centres undefined)	0	3	101	1	x	-0.1	x	0	11	-1.1
COc1ccc(C(=O)N/N=c2\oc3ccccc3cc2C(=O)NCc2ccccc2)cc1	-1	0	101	47	5	-0.6	-3	3	24	0.2
C/C(=C\C(=O)c1ccc(C)o1)Nc1ccc2c(c1)OCO2	x	0	95	-8	-2	-0.2	-3	0	2	-2.2
CC(C)c1ccc(NC(=O)COC(=O)[C@H](CCC(N)=O)NC(=O)c2ccc(F)cc2)cc1	-1	3	99	-3	-7	0.1	-3	-6	12	-1.0
CC(C)NCc1nnc(-c2ccc(Cl)cc2)o1	3	-1	71*	-4	11	0.4	-6	5	-5	-1.9
CCc1ccc(OC(C)C(=O)Nc2ccc(S(=O)(=O)Nc3cc(C)on3)cc2)cc1 (centres undefined)	6	1	98	5	-4	0.1	-3	1	3	-0.2
COCCn1c(=NC(=O)c2ccco2)sc2cc(C(=O)OC)ccc21	0	0	100	-7	1	0.0	-5	3	18	0.7
O=C1CC2(CCN(C(=O)c3c(F)cccc3F)CC2)Oc2ccccc21	7	-5	92	1	-7	-0.2	-11	-1	6	-0.3
O=C(c1ccco1)N1CCc2ccccc21	-11	0	98	-1	3	0.5	-4	9	4	-2.8
CCS(=O)(=O)N1Cc2ccccc2CC1C(=O)NCCc1c[nH]c2ccccc12 (centres undefined)	30	-1	102	-3	18	-0.1	-8	4	8	-1.7
CCCn1c(SCC(=O)NCCc2ccc(Cl)cc2Cl)n[nH]c1=O	3	-1	99	0	-10	0.2	-4	16*	24	2.3
COc1ccc(C2C(=O)N(C3CCCCC3)CC(=O)N2C2CCCC2)cc1 (centres undefined)	-7	0	102	3	-3	0.2	-4	0	10	2.8
Cc1cc(C)n2nc(C(=O)OCC(=O)Nc3cc(S(=O)(=O)N4CCOCC4)ccc3Cl)nc2n1	3	2	101	4	-3	0.1	-7	3	2	-0.2
Cc1ccccc1Cc1c(C)nc2nc(SCC(=O)NCc3ccco3)nn2c1C	-20	0	94	6	1	0.4	-4	-3	7	-1.7
CC1CN(C(=O)Cn2c(C(F)(F)F)nc3ccccc32)CC(C)O1 (centres undefined)	23	3	103	7	0	0.0	-4	0	8	0.0
Cc1[nH]c2ccccc2c1/C=N/Nc1nncn1N	-8	1	100	-4	-5	0.0	-19	0	4	1.6
COc1ccc(CNC(=O)CCCCCNC(=O)N2CCn3c2nc2ccccc23)cc1	-9	1	97	-1	3	0.4	-4	-3	3	-2.6
CCOc1ccc(OCCCC(=O)N(C)CC(=O)Nc2ccccc2Br)cc1	3	3	104	2	17	0.0	-16	-2	13	-2.4

2 compounds drawn at random from those above:
SMILES	Vif inh	N-glyco inh	ABCB6 inh 2	Cardio protect	PDI turbidity	aDG glyco act	CaV13 ICDI inh	HTR2A ag	MC4R antagonist	MC4R ag barr
O=C(c1ccco1)N1CCc2ccccc21	-11	0	98	-1	3	0.5	-4	9	4	-2.8
COc1ccc(CNC(=O)CCCCCNC(=O)N2CCn3c2nc2ccccc23)cc1	-9	1	97	-1	3	0.4	-4	-3	3	-2.6

Additional structures
SMILES	Vif inh	N-glyco inh	ABCB6 inh 2	Cardio protect	PDI turbidity	aDG glyco act	CaV13 ICDI inh	HTR2A ag	MC4R antagonist	MC4R ag barr
CCOc1ccc(C(=O)NCC(=O)N2CCc3ccccc3C2)cc1OCC	2	0	90	5	0	0.9	6	-2	5	-4.0
C/C=C1\COC(C(=O)NCc2ccccc2)(C(F)(F)F)C=C1C=C1CCCCC1 (centres undefined)	-9	-5	96	-26	-5	0.0	-6	4	6	0.0
Cc1cc(=O)oc2c(C)c(OC(C)C(=O)NCCN3CCOCC3)ccc12 (centres undefined)	8	2	99	-4	7	0.1	-3	1	7	-0.8
CC(CC(=O)Nc1nnc(C(C)(C)C)s1)c1ccccc1 (centres undefined)	4	-1	90	-2	-3	-0.1	-8	5	-9	2.1
O=C(C1CCCN(Cc2ccccc2Cl)C1)N1CCCCC1 (centres undefined)	0	1	103	3	10	-0.2	-2	-3	24	1.8
O=C(CSc1nc(O)c(Cc2ccccc2)c(=O)[nH]1)Nc1ccccc1	x	2	90	2	-14	0.2	-6	0	2	-1.6
O=C(COc1ccccc1)NC(NC(=S)Nc1ccccc1O)C(Cl)(Cl)Cl (centres undefined)	-7	0	101	-5	7	-0.1	-5	-1	18	2.6
CC(=O)c1ccc(N2CCN(C(=O)CCS(=O)(=O)c3ccc(C)cc3)CC2)cc1	-2	-1	101	-13	-1	0.7	-4	-1	18	0.4
CN1CCCN(S(=O)(=O)c2ccc(Cl)c(Cl)c2)CC1	0	0	103	9	6	-0.1	10	0	2	-3.2
CSc1nsc(SCC(=O)Nc2ccc(C(=O)O)cc2)n1	-15	0	106	1	6	-0.1	-3	-1	19	-1.7
COc1nc(Nc2nc3ccccc3c(=O)[nH]2)nc2ccc(C)cc12	-2	-8	89	37	1	0.0	-7	3	-7	0.4
CC(=O)c1ccc(N2CCN(C(=O)c3c(-c4ccccc4Cl)noc3C)CC2)cc1	-5	-2	95	-3	-10	-0.1	-5	4	13	-3.0
COc1cc(NC(=O)C2CC(c3ccccc3Cl)=NO2)cc(OC)c1OC (centres undefined)	-3	3	95	-8	2	1.0	-22	18*	15	0.9
C[C@H](CO)N1C[C@H](C)[C@@H](CN(C)S(=O)(=O)c2ccccc2)Oc2ccc(NS(=O)(=O)c3cn(C)cn3)cc2C1=O	1	2	103	7	-4	-0.1	-4	-1	1	-2.6
CN(C)C(CNC(=O)CCCc1c[nH]c2ccccc12)c1ccco1 (centres undefined)	6	-1	102	-1	-17	-0.1	-5	-8	1	-2.4

Limited to N-glyco inh and PDI turbidity (6 entries from above):
SMILES,N-glyco inh,PDI turbidity
CC(C(=O)Nc1nnc(C2CC2)s1)N1C(=O)C2CC=CCC2C1=O (centres undefined),2,-2
COc1cc(NC(=O)C2CC(c3ccccc3Cl)=NO2)cc(OC)c1OC (centres undefined),3,2
O=C(CSc1nc(O)c(Cc2ccccc2)c(=O)[nH]1)Nc1ccccc1,2,-14
CC(=O)c1ccc(N2CCN(C(=O)c3c(-c4ccccc4Cl)noc3C)CC2)cc1,-2,-10
CC(CC(=O)Nc1nnc(C(C)(C)C)s1)c1ccccc1 (centres undefined),-1,-3
O=C1CC2(CCN(C(=O)c3c(F)cccc3F)CC2)Oc2ccccc21,-5,-7

Entries of single compounds as entered above:
CC(=O)c1ccc(N2CCN(C(=O)c3c(-c4ccccc4Cl)noc3C)CC2)cc1 reads Vif inh = -5; N-glyco inh = -2; ABCB6 inh 2 = 95; Cardio protect = -3; PDI turbidity = -10; aDG glyco act = -0.1; CaV13 ICDI inh = -5; HTR2A ag = 4; MC4R antagonist = 13; MC4R ag barr = -3.0
CC(=O)c1ccc(N2CCN(C(=O)CCS(=O)(=O)c3ccc(C)cc3)CC2)cc1 reads Vif inh = -2; N-glyco inh = -1; ABCB6 inh 2 = 101; Cardio protect = -13; PDI turbidity = -1; aDG glyco act = 0.7; CaV13 ICDI inh = -4; HTR2A ag = -1; MC4R antagonist = 18; MC4R ag barr = 0.4

New compounds follow:
SMILES	Vif inh	N-glyco inh	ABCB6 inh 2	Cardio protect	PDI turbidity	aDG glyco act	CaV13 ICDI inh	HTR2A ag	MC4R antagonist	MC4R ag barr
O=C(OCCOc1cccc(Cl)c1)c1ccc(F)c(S(=O)(=O)N2CCOCC2)c1	8	2	97	-4	-3	-0.2	-6	-8	7	-0.3
O[C@H]1C[C@H](c2ccc(Cl)cc2)N(Cc2cccs2)C[C@@H]1n1cc(-c2ccc(F)cc2)nn1	-12	-2	90	-1	-8	0.1	-3	2	5	-0.2
Cc1ccc(S(=O)(=O)NC2=NCN(CCN3CCOCC3)CN2)cc1	12	0	95	4	4	0.0	-5	17*	3	-2.8
Cc1occc1C(=O)NCCCCNC(=O)c1ccoc1C	x	x	100	-2	5	-0.3	-4	-2	6	-1.3
Cc1ccc2nc(-c3ccccc3)cc(C(=O)N3CCc4ccccc4C3)c2c1	-3	0	99	-19	-2	-0.1	-5	-4	22	3.0
COc1ccc(S(=O)(=O)NC(=O)C2(C)CCN2C(=O)COc2ccc(Cl)cc2)cc1 (centres undefined)	0	2	80	6	0	0.0	-4	-6	11	-1.5
O=C(Nc1ccccn1)c1ccc(Cl)c(S(=O)(=O)N2CCCC2)c1	x	2	99	-2	6	0.2	-6	0	-2	-1.6
Cc1cc(C)n2nc(C(=O)OCC(=O)N(CC(C)C)C3CCS(=O)(=O)C3)nc2n1 (centres undefined)	0	0	103	0	-6	-0.1	-7	2	6	0.7
COc1cc(Cl)nn(-c2ccccc2)c1=O	-7	0	95	0	2	-0.2	-5	-3	6	-2.0

Bioassay records from PubChem BioAssay.
